HP1b chromo inh: inhibitors of HP1-beta chromodomain binding to methylated histone tails. P83916. AlphaScreen HP1-beta / biotin-H3K9me3 peptide binding. Potency, µM (top dose mostly 114 µM), inactives show top-dose activity change, negative = inhibition, hits mostly inhibitors. hit rate 0.56% among 390,000. AID 540317; note: nearly all actives have a fitted effect of over 70% in size; inactives centre near 23
Target sequence (P83916 whole entry, looked up): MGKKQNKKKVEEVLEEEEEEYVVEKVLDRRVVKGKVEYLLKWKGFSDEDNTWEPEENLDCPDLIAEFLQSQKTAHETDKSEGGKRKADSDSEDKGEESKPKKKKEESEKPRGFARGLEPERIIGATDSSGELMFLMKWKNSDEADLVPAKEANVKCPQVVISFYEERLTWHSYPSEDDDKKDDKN
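HP1-beta protein (50 nM final) preincubated 30 min at room temperature with biotinylated H3(1-18)K9me3 peptide (50 nM) in PBS pH 7.4, 0.01% Tween-20, then compound added for 30 min. AlphaScreen streptavidin donor/nickel chelate acceptor beads (10 ug/mL final), 30 min dark, luminescence read.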
BAZ2B block: BAZ2B (human) inhibition | Potency, µM (series often up to 114 µM), without a hit: top-dose activity change, negative = inhibition, actives largely listed as inhibitors | AID 504333 | hit rate 4.4% among 360,000 | AlphaScreen BAZ2B-H3K14Ac peptide displacement; note: % is set by controls: 0 for no effect and ±100 for the full control effect; nearly all actives have a fitted effect of over 60% in size
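Complex of BAZ2B and biotin-H3K14Ac (50 nM apiece) forms over 30 min at RT, then faces library compounds up to 110 uM for another 30 min; AlphaScreen beads added, 20 min dark incubation, luminescence read.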
G9a inh: inhibitors of human histone lysine methyltransferase G9a; AID 504332; Potency, µM (top dose mostly 102 µM), for inactives: top-dose activity, negative = inhibition, hits mostly inhibitors; G9a H3K9 monomethylation, AlphaScreen, 2 h; hit rate 8.8% among 350,000; note: % is set by controls: 0 for no effect and ±100 for the full control effect; nearly all actives have a fitted effect of over 75% in size
Target sequence (Q96KQ7 913-1193 limits assumed): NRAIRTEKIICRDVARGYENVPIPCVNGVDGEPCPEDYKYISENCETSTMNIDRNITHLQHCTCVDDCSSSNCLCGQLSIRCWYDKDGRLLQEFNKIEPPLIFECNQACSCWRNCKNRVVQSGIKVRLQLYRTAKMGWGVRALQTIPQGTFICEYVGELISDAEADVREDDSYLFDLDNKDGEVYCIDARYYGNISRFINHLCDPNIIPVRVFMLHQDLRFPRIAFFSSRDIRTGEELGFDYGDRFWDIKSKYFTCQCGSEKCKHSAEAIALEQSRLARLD
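Signal arises when biotinylated H3K9 peptide, once monomethylated, bridges streptavidin donor and antibody-captured acceptor beads. Enzyme at 20 nM was preincubated 15 min with test compounds; peptide 500 nM and SAM 20 uM then reacted for 2 h.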
Pol iota inh: DNA polymerase iota (human) inhibition | Pol iota fluorescent replication assay, 10 min | hit rate 1% among 390,000 | Q9UNA4 | Potency, µM (doses to about 115 µM), without a hit: top-dose activity, negative = inhibition, actives largely listed as inhibitors
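Fluorescent replication assay read twice, at 0 min and 10 min after adding 50 nM (final) substrate. Enzyme (10 nM) and compounds were first incubated 15 min at room temperature; enzyme-free buffer wells were negative controls.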
JMJD2A Tudor: JMJD2A Tudor domain (human) inhibition; O75164; AlphaScreen JMJD2A-Tudor / H3K4me3 peptide binding; Potency, µM (highest dose often 114 µM), for the others: at the top dose activity change, negative = inhibition, actives largely listed as inhibitors; hit rate 4.4% among 390,000; AID 504339; note: % is set by controls: 0 for no effect and ±100 for the full control effect; nearly all actives have a fitted effect of over 50% in size
Pin1 inh: blocks the human prolyl isomerase Pin1; Pin1 FP peptide displacement, HiFluor488, 10 min; Potency, µM (top dose mostly 115 µM), without a hit: top-dose activity, negative = inhibition, most hits filed as inhibitors; Q13526; AID 504891; hit rate 0.009% among 390,000; active = well fitted inhibition curve with a large enough effect in the polarisation, with a control signal flat, not every such curve was filed as active; inconclusive = small, poorly fitted or top-dose-only effect, or effect the other way, or a change in a side signal; inactive = no such curve, though single readings can be large or run the other way; the % refers to the polarisation; note: % is set by controls: 0 for no effect and ±100 for the full control effect
Tb PGK inh: inhibitors of T. brucei phosphoglycerate kinase; P07378; PGK/GAPDH coupled, Kinase-Glo luminescence, 60 min; Potency, µM (titrated, usually from 57.5 µM), inactives show top-dose activity change, negative = inhibition, actives largely listed as inhibitors; hit rate 0.043% among 380,000; note: % is set by controls: 0 for no effect and ±100 for the full control effect; nearly all actives have a fitted effect of over 60% in size
Target sequence (P07378 whole entry, looked up): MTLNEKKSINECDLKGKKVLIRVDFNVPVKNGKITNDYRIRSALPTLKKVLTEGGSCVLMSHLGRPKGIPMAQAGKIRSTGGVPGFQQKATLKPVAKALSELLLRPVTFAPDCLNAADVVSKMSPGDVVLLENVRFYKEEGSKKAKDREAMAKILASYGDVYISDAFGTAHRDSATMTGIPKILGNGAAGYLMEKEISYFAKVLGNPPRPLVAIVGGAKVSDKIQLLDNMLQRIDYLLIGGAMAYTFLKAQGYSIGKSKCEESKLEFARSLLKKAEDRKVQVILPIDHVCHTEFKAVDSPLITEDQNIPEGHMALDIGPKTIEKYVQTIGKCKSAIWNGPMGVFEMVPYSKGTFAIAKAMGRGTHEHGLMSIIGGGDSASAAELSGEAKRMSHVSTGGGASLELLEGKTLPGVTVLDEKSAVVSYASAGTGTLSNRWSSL
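Luminescent ATP detection (Kinase-Glo Plus) follows a 60-minute room-temperature incubation, with wells lacking PGK as controls. Buffer: 100 mM TEA (pH 7.6), 5 mM MgCl2, 0.01% Tween-20. Coupling enzyme GAPDH (100 nM final) supplies unstable 1,3-BPG in-well.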
GLS inhibitor: inhibitors of human glutaminase (GLS) | Potency, µM (top dose mostly 45.5 µM), for inactives: at the highest dose activity change, negative = inhibition, hits mostly inhibitors | hit rate 0.21% among 410,000 | GLS enzymatic activity, qHTS titration | O94925; note: % is set by controls: 0 for no effect and ±100 for the full control effect
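Enzyme dispensed in phosphate buffer (45 mM, pH 8.2, 0.02% Tween-20), compounds pinned in, then 1 mM L-glutamine solution and the glutamate oxidase–HRP–Amplex Red mix added; fluorescence read immediately and again after 30 min at room temperature.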
BLM helicase inh: inhibitors of human Bloom syndrome helicase BLM; P54132; recombinant BLM DNA unwinding, fluorescence dequenching; Potency, µM (highest dose often 56.1 µM), inactives show at the highest dose activity change, negative = inhibition, actives largely listed as inhibitors; hit rate 0.2% among 350,000; AID 2528;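 note: plate controls were vehicle for no effect and no enzyme for full effect; nearly all actives have a fitted effect of over 35% in size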
Active calls of the source: *; i = inactive; ? = inconclusive; nt = not tested or not shown; [ ] = dose if it differs, or a comment. Unless noted, calls come from the whole dose curve; as a rule, active = well fitted curve in the direction sought with a large enough effect; inconclusive = small, poorly fitted or top-dose-only effect, or another doubt; inactive = no such curve, though single readings can be large; an effect the other way counts as inactive or inconclusive. Potency is the fitted concentration of half-maximal effect. Some of the compounds tested. The share of hits here may be higher or lower than overall.

[1] O=C(Cn1c2[n+](c3ccc(C(F)(F)F)cc31)CCCCC2)Nc1ccc(Br)cc1
[2] Cc1ccc(-c2csc(NC(=O)c3ccc(Br)cc3)c2C(=O)O)cc1
[3] Cc1nn(-c2ccccc2)c2c1N(CC(=O)N1CCN(c3cccc(Cl)c3)CC1)C(=O)CS2
[4] COc1ccc(N2CN=C3SCC(=O)N3C2)cc1
[5] Cc1ccsc1/C=N/NC(=O)CNC(=O)c1ccccc1
[6] COc1ccc(-c2cc3c(=O)n(CC(=O)NCCCN4CCC(N5CCCCC5)CC4)nc(C)n3n2)cc1
[7] O=C(Nc1ccc(S(=O)(=O)N2CCCCCC2)cc1)c1cc(=O)c2ccccc2o1
[8] COc1ccc(NC(=O)c2nnn(CC(=O)Nc3ccc4c(c3)OCO4)c2N)cc1OC
[9] COc1cc(CN(C(=O)c2ccco2)C2CCS(=O)(=O)C2)cc(OC)c1OC (stereo not given)
[10] Cc1ccc(-n2nnnc2SC(C)C(=O)Nc2ccccc2-c2ccccc2)cc1 (stereo not given)
Screen / compound no.,1,2,3,4,5,6,7,8,9,10
HP1b chromo inh,38%,24%,?,28%,28%,17%,8%,34%,22%,20%
BAZ2B block,?,-12%,-7%,2%,-5%,1%,-2%,-4%,-14%,9%
G9a inh,35µM*,14%,-4%[59 µM],?,26%[59 µM],nt,0%[59 µM],64%[activator][59 µM],-8%,-3%[59 µM]
Pol iota inh,26%,24%,16%,-4%,?,-9%,5%,-24%,28%,34%[activator]
JMJD2A Tudor,-4%,-22%,-29%,-2%[11.4 µM],-5%,-24%,-11%,-23%,0%,-10%
Pin1 inh,1%,-13%,6%,3%,?,3%,42%[activator],?,-8%,53%[activator]
Tb PGK inh,i,-8%,-5%,5%,4%,2%,-4%,0%,2%,-9%
GLS inhibitor,-6%,4%,-7%,-5%,2%,-1%,-5%,-11%,-4%,-2%
BLM helicase inh,-1%,-7%,0%,1%,-2%,-4%,-1%,-8%,-4%,-4%

The list goes on, overlapping the part above by two compounds.
[9] COc1cc(CN(C(=O)c2ccco2)C2CCS(=O)(=O)C2)cc(OC)c1OC (stereo not given)
[10] Cc1ccc(-n2nnnc2SC(C)C(=O)Nc2ccccc2-c2ccccc2)cc1 (stereo not given)
[11] Cc1cc(NC(=O)Cc2ccccc2)ccc1NC(=O)c1cccs1
[12] Cc1c(C(=O)NCCC2=CCCCC2)sc2ncnc(N3CCCCC3C)c12 (stereo not given)
[13] CCN(CC(=O)Nc1c(F)cccc1F)C(=O)Cc1cccs1
[14] COc1cc2c(cc1OC)C(C)N(C(=O)Nc1ccc(F)cc1)CC2 (stereo not given)
[15] CC(=O)NCCc1ccc(S(=O)(=O)NCc2ccc3c(c2)OCO3)cc1
[16] N#Cc1cccc2cnccc12
[17] O=C(N/N=C/c1sc(N2CCOCC2)nc1-c1ccccc1)c1cccc(S(=O)(=O)N2CCOCC2)c1
[18] O=C(CC1C(=O)NCCN1C(=O)Nc1ccccc1)Nc1ccc2c(c1)OCCO2 (stereo not given)
[19] Cc1ccc(N(C(=O)CCl)C(C(=O)NC2CCCCC2)c2cccnc2)cc1C (stereo not given)
[20] CCN(CC)S(=O)(=O)c1ccc(N2CCCC2)c(NC(=O)c2ccccc2OC)c1
Screen / compound no.,9,10,11,12,13,14,15,16,17,18,19,20
HP1b chromo inh,22%,20%,65%[activator],38%,-6%,42%[activator],8%,15%,33%,18%,19%,14%
BAZ2B block,-14%,9%,-9%,-14%,nt,-8%,4%,?,-10%,5%,-4%,?
G9a inh,-8%,-3%[59 µM],2%,31%,nt,24%[0.501 µM],13%[12.7 µM],?,26%[12.7 µM],5%,1%[59 µM],-37%
Pol iota inh,28%,34%[activator],19%,-2%,76%[activator],-7%,3%,25%,15%,11%,11%,24%
JMJD2A Tudor,0%,-10%,-5%,5%,-15%,-7%,-20%,?,-12%,-9%,-18%,-25%
Pin1 inh,-8%,53%[activator],-10%,-3%,-11%,-10%,-2%,1%,?,0%,-9%,2%
Tb PGK inh,2%,-9%,-3%,3%,-10%,nt,-8%,-5%,-2%,4%,6%,-5%
GLS inhibitor,-4%,-2%,-1%,6%,0%,-17%,0%,3%,8%,3%,20%,5%
BLM helicase inh,-4%,-4%,-6%,-8%,nt,-5%,-2%,1%,-11%,1%,1%,-9%

[21] O=C(CSc1nnc(NC(=O)c2ccccc2F)s1)NC1CCCC1
[22] NC1(C#Cc2ccc3c(=O)c4ccccc4sc3c2)CCCCC1
[23] Nc1ccc2c(c1)C(=O)c1ccc(Br)cc1-2
[24] O=C(NCCN1CCOCC1)c1ccccc1N1C(=O)[C@@H]2Cc3c([nH]c4ccccc34)C(c3ccc(F)cc3)N2C1=O (stereo not given in full)
[25] CCN(CC)S(=O)(=O)c1ccc(N2CCOCC2)c(NC(=O)C(C)Oc2ccc(F)cc2)c1 (stereo not given)
[26] Cn1nccc1C(=O)N1CCN(c2cccc(Cl)c2)CC1
[27] CCOC(=O)c1sc(N)nc1C(C)(C)C
[28] N#CCC(CNc1ncc(C(F)(F)F)cc1Cl)OC(=O)c1ccc(Cl)cc1Cl (stereo not given)
[29] Cn1nc(C(=O)NNC(=O)C2CSC3(C)CCC(=O)N23)c2ccccc2c1=O (stereo not given)
[30] CCC1(CC)Cc2ccccc2C(Nc2c(C)n(C)n(-c3ccccc3)c2=O)=N1
Screen / compound no.,21,22,23,24,25,26,27,28,29,30
HP1b chromo inh,14%,42%[activator],?,-12%,29%,35%,0%,65%[activator],22%,13%
BAZ2B block,-3%,nt,nt,-9%,-29%,6%,9%,26%,4%,11%
G9a inh,?,nt,nt,nt,?,nt,16µM*,-2%[12.7 µM],-26%,-5%[12.7 µM]
Pol iota inh,?,29%,73%[activator],-10%,31%,7%,3%,20%,-10%,13%
JMJD2A Tudor,-7%,-28%,?,-30%,-12%,-6%,-6%[11.4 µM],19%,2%,-5%
Pin1 inh,4%,56%[activator],3%,-26%,20%,-12%,2%,13%,3%,-12%
Tb PGK inh,-1%,-2%,i,-12%,0%,i,10%,-3%,i,-2%
GLS inhibitor,-5%,-3%,2%,2%,2%,-1%,-6%,-8%,-2%,28%
BLM helicase inh,-5%,nt,nt,-4%,nt,-1%,-1%,-17%,nt,1%

[31] N#Cc1cccc(NC(=O)CNc2cccc(S(=O)(=O)N3CCCCC3)c2)c1
[32] O=C(Nc1ccc(Cl)c(Cl)c1)Nc1ccon1
[33] c1ccc2nc(N3CCN(Cc4ccc5c(c4)OCO5)CC3)cnc2c1
[34] Cc1cccc(NC(=O)CSc2nc3c([nH]c4ccccc43)c(=O)n2-c2ccc(F)cc2)c1C
[35] Cc1cccn2c(=O)cc(COc3ccc(NC(=O)c4cccc(F)c4)cc3)nc12
[36] NS(=O)(=O)c1cc(C(=O)OCC(=O)c2ccccc2)c(Cl)cc1Cl
[37] COc1ccc(C(=O)NCc2ccc(C)cc2)cc1S(=O)(=O)N1CCCC1
[38] O=C(O)C1CCN(Cc2ccccn2)CC1
[39] Cc1c(Cl)cccc1NC(=O)CC(NCCN1CCOCC1)C(=O)O (stereo not given)
[40] CC(c1ccccc1)N1C(=O)c2ccc(C(=O)NCc3ccco3)cc2C1=O (stereo not given)
Screen / compound no.,31,32,33,34,35,36,37,38,39,40
HP1b chromo inh,12%,40%[activator],58%[activator],13%[57 µM],22%[57 µM],13%,13%,-20%,101%[activator],20%
BAZ2B block,2%,6%,1%,-1%,6%,4%,?,?,nt,-29%
G9a inh,-43%[2.33 µM],nt,31%,-7%[59 µM],8%[59 µM],nt,-17%[0.0925 µM],25µM*,nt,?
Pol iota inh,9%,-11%,79%[activator],-6%,6%,78%[activator],5%,-19%,8%,6%
JMJD2A Tudor,-18%,3%,5%,5%,-25%,-18%,-19%,?,-14%,-35%
Pin1 inh,9%,0%,6%,-3%,3%,-7%,5%,-11%,-11%,9%
Tb PGK inh,-9%,-5%,-10%,1%,2%,i,-1%,-8%,-1%,3%
GLS inhibitor,0%,-5%,-2%,7%,7%,10%,-1%,0%,0%,-9%
BLM helicase inh,nt,-2%,-3%,0%,-7%,-8%,nt,-1%,nt,-6%

Reformatted with each value named: entries from further up.
34. Cc1cccc(NC(=O)CSc2nc3c([nH]c4ccccc43)c(=O)n2-c2ccc(F)cc2)c1C
- HP1b chromo inh: 13%[57 µM]
- BAZ2B block: -1%
- G9a inh: -7%[59 µM]
- Pol iota inh: -6%
- JMJD2A Tudor: 5%
- Pin1 inh: -3%
- Tb PGK inh: 1%
- GLS inhibitor: 7%
- BLM helicase inh: 0%

35. Cc1cccn2c(=O)cc(COc3ccc(NC(=O)c4cccc(F)c4)cc3)nc12
- HP1b chromo inh: 22%[57 µM]
- BAZ2B block: 6%
- G9a inh: 8%[59 µM]
- Pol iota inh: 6%
- JMJD2A Tudor: -25%
- Pin1 inh: 3%
- Tb PGK inh: 2%
- GLS inhibitor: 7%
- BLM helicase inh: -7%

(cont.)
[41] COc1ccc(C)cc1NC(=O)C(=O)NCc1ccncc1
[42] O=C(COC(=O)c1cc(S(=O)(=O)N2CCCC2)ccc1O)Nc1ccc(F)cc1F
[43] COc1ccccc1NS(=O)(=O)c1cc2c(cc1Cl)NC(=O)CO2
[44] CN(C)c1ccc(C(=O)N(Cc2ccccc2)Cc2ccccc2)cc1
Screen / compound no.,41,42,43,44
HP1b chromo inh,26%,12%,6%,-13%
BAZ2B block,-7%,nt,?,7%
G9a inh,9%,nt,?,-1%
Pol iota inh,-7%,14%,20%,-20%
JMJD2A Tudor,-17%,-20%,?,?
Pin1 inh,3%,-13%,-6%,7%
Tb PGK inh,13%,-1%,i,-1%
GLS inhibitor,-5%,14%,-4%,13%
BLM helicase inh,-2%,nt,-4%,-17%

Screening results deposited in PubChem by National Center for Advancing Translational Sciences (NCATS).
